Bioassay records deposited in PubChem BioAssay by several laboratories.
Pf gamet viab – late stage P. falciparum gametocyte viability inhibitors, primary screen, ATP luminescence, HTS. AID 743093, 2013. actives 0.065% (n = 150,000). inhibition, % at 10.9 µM. P. falciparum stage V gametocytes, 24 h;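 active means inhibition above the mean plus 3 SD of compounds within the control limits, set per campaign, cut at about 38% in these data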;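 further: 0% = DMSO wells and 100% = medium only without gametocytes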
Rac1 wt GTP bind – wildtype Rac1 GTP binding modulators, primary screen, biochemical, GST-Rac1 beads, flow cytometry, multiplex; Ras-related C3 botulinum toxin substrate 1 (Homo sapiens), P63000; GTP binding activity (% of control), % at 10 µM; actives 0.27% (n = 190,000); fluorescent GTP binding; actives lie on both sides; 0 = cold GTP competed, 100 = untreated;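 active means GTP binding activity at least 20 points away from the 100% control level, either lower or higher; inconclusive means compound flagged as likely green fluorescent, judged across all proteins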
Cdc42 wt – modulators of GTP binding to wildtype Cdc42, primary screen, biochemical, multiplex bead flow cytometry, Bodipy-GTP. GST-Cdc42 beads; actives lie on both sides. actives 0.2% (n = 190,000). percent activity (GTP binding), % at 10 µM;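 active means percent activity GTP binding at least 20 points away from the 100% baseline, either down as inhibitor or up as activator; inconclusive means compound flagged as likely green fluorescent from well-wide comparison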;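 further: median bead fluorescence of bound Bodipy-FL-GTP at 100 nM; 0% = excess unlabeled GTP control and 100% = no compound control; below 100% means less GTP binding so inhibitor and above means activator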
Rab7 wt modul – modulators of GTP binding to Rab7, primary screen, biochemical, wildtype, multiplex bead flow cytometry | GST-Rab7 beads, fluorescent GTP binding; actives lie on both sides; untreated = 100%, excess cold GTP = 0% | GTP binding activity (percent of control), % at 10 µM | actives 0.055% (n = 190,000) | AID 758, 2007;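 active means fluorescent GTP binding to Rab7 beads changed by at least 20 points from the 100% baseline, either direction, mostly lower; inconclusive means compound itself probably fluorescent, or too few beads counted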;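 further: median green fluorescence of bound Bodipy-FL-GTP per Rab7 bead population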
Rac1 mut GTP – GTP binding modulators of activated mutant Rac1, primary screen, biochemical, bead-based flow cytometry, multiplex, fluorescent GTP; Ras-related C3 botulinum toxin substrate 1 (Homo sapiens), P63000; GST-Rac1 activated beads; actives lie on both sides; 100% means binding = to untreated wells; percent activity (GTP binding), % at 10 µM; actives 0.11% (n = 190,000);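 active means GTP binding at least 20 percentage points away from the 100% baseline, in either direction, so actives lie on both sides; inconclusive means Compound likely fluorescent itself, or too few beads counted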
Avidin bead fluor – green autofluorescence of compounds with avidin beads – biophysical, 488/530 nm, flow cytometry, artefact control, profiling panel. fluorescence (KMESF) at 10 µM. AID 1775, 2009. compound fluorescence 488/530 nm; hits give high values. actives 0.38% (n = 220,000); in the data active means fluorescence above about 47; further: inactives centre near 10
GSH bead fluor – compound fluorescence on glutathione beads, profiling panel, artefact control, biophysical, 488/530 nm, flow cytometry | AID 1776, 2009 | actives 0.25% (n = 190,000) | fluorescence (KMESF) at 10 µM | GSH beads flow cytometry, compound fluorescence 488/530 nm; hits give high values; in the data active means fluorescence above about 89;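 further: glutathione beads carrying GST-tagged Bcl family fusion proteins plus one bare bead set; values are compound well signal with DMSO vehicle wells as background; inactives centre near 16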
ABCB1 inh – ABCB1 efflux pump inhibitors, primary screen, cell-based, multiplex, flow cytometry, ABCG2 counter-screen; ATP-dependent translocase ABCB1 (Homo sapiens), P08183; CCRF-Adr cells, JC-1 efflux; inhibition, % at 6.6 µM; actives 0.067% (n = 190,000); AID 1326, 2008; in the data active means inhibition above about 40%;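 further: 0% = vehicle and 100% = reference inhibitor; higher value means more JC-1 retained so stronger ABCB1 efflux block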
Target sequence (P08183 whole entry, looked up): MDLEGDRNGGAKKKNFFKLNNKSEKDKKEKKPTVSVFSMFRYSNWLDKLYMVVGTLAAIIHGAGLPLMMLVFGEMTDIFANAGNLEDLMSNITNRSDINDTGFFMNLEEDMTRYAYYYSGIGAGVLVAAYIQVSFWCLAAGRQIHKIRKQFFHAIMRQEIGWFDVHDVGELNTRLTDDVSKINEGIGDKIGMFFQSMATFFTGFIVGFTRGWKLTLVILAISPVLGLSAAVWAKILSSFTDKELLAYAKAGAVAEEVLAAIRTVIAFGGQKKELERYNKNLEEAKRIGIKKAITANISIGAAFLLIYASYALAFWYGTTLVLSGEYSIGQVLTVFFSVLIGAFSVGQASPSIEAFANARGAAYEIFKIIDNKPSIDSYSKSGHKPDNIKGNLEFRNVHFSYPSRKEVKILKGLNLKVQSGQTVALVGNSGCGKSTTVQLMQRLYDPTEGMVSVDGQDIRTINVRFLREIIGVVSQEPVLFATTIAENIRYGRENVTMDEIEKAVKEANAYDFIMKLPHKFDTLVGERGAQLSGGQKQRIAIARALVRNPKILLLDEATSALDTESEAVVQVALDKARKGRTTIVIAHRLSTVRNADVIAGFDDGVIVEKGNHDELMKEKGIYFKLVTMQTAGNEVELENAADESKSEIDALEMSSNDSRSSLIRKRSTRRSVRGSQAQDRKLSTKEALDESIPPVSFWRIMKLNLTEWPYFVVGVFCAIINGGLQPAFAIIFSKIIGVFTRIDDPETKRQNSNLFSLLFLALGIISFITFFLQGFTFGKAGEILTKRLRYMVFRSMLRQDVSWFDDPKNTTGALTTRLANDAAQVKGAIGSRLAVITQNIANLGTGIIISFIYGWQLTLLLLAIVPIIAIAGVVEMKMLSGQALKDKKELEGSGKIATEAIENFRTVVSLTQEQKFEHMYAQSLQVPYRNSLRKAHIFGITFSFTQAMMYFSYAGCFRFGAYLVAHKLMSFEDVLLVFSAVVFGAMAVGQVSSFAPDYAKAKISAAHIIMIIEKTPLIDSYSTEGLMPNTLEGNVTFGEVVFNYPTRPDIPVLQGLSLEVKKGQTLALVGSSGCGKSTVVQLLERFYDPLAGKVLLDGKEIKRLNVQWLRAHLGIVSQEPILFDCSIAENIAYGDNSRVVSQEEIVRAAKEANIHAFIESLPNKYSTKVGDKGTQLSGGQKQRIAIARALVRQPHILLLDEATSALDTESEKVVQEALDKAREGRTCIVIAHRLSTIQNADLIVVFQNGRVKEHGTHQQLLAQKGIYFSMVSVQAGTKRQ
HRas wt GTP bind – modulators of GTP binding to HRas wildtype, primary screen, biochemical, bead-based flow cytometry, multiplex | GST-Ras wt beads, Bodipy-FL-GTP binding; actives lie on both sides | GTP binding activity, % at 10 µM | actives 0.14% (n = 190,000) | AID 759, 2007;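 active means GTP binding activity at least 20% away from the 100% baseline, either lowered as inhibitor or raised as activator; inconclusive means flagged as likely green fluorescent, judged across all proteins in the well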;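 further: 0% = unlabeled GTP competition control and 100% = no-compound control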
Rab2 wt GTP – modulators of GTP binding to Rab2A wildtype, primary screen, biochemical, dog, bead-based flow cytometry, multiplex; GTP binding activity, % at 10 µM; actives 0.19% (n = 190,000); Ras-related protein Rab-2A (Canis lupus familiaris), P61105; GST-Rab2 wt beads, Bodipy-GTP binding; AID 760, 2007;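 active means GTP binding activity at least 20 points away from 100%, either lowered or raised; inconclusive means signal likely due to the compound's own green fluorescence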;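 further: 0% = beads with excess unlabeled GTP and 100% = no-compound control corrected for plate trend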
ABCG2 block – ABCG2 efflux pump inhibitors, primary screen, multiplex with ABCB1, IgMXP3 cells, flow cytometry; Broad substrate specificity ATP-binding cassette transporter ABCG2 (Homo sapiens), Q9UNQ0; JC-1 efflux; inhibition, % at 6.6 µM; actives 0.1% (n = 190,000); AID 1325, 2008;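 active means inhibition above 80%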;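 further: 0% = DMSO and 100% = nicardipine control wells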
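material = IgMXP3 (ABCG2) plus far-red-tagged CCRF-Adr (ABCB1) cells | amount = 3 million cells/mL, equal mix of both lines | also added = JC-1 transporter substrate | dosing = one concentration, 6.6 µM final | schedule = 10 min at 25 °C | measured by = flow cytometric JC-1 green MFI at 530 nm | read-out basis = percent efflux inhibition, scaled nicardipine 100% to DMSO 0%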
* marks the source's active call; other numbers are inactive results; ? = inconclusive; · = no result given. Hits appear at their usual frequency (roughly 1.1% active in at least one column).

Structure	Pf gamet viab	Rac1 wt GTP bind	Cdc42 wt	Rab7 wt modul	Rac1 mut GTP	Avidin bead fluor	GSH bead fluor	ABCB1 inh	HRas wt GTP bind	Rab2 wt GTP	ABCG2 block
Cc1ccc(N=Cc2c(O)n(-c3ccc4c(c3)OCO4)c(=O)c3ccccc23)cc1	4	103	95	98	98	8	11	2.5	98	96	15
C#CCOC(=O)CCCC(=O)NCCCCCCCC	4	101	96	98	95	6	13	0.0	97	95	3
CCCc1[nH][nH]c(=O)c1C(c1ccc(Cl)cc1)C(C#N)C#N (stereo not given)	0	102	99	97	95	21	15	0.2	99	98	1
CCOc1cccc2cc(C(=O)Nc3ccccc3-c3ccccc3)c(=O)oc12	-1	100	98	97	99	5	8	-0.6	99	97	10
COc1ccc(S(=O)(=O)NCC2CCCN(C(=O)CNC(C)=O)C2)cc1 (stereo not given)	21	94	94	103	91	7	23	0.2	96	94	0
CN1CCN(C(=O)CSc2nc(-c3cccs3)ccc2C#N)CC1	-6	100	102	98	100	27	14	1.6	101	100	10
O=C(CSc1ncnc2scc(-c3ccc(F)cc3)c12)c1ccc2c(c1)OCCO2	·	103	100	101	96	5	9	4.1	101	98	6
Cc1c(Cl)cccc1N(CC(=O)N1CCCCCC1)S(C)(=O)=O	21	106	103	93	99	29	24	1.6	100	99	6
CCOC(=O)C(NCCc1ccc(F)cc1)(NC(=O)CC)C(F)(F)F (stereo not given)	14	101	103	100	103	3	6	0.1	103	101	1
O=C(c1ccc2c(c1)OCO2)C1CCCN(C(=O)Nc2ccc(F)cc2F)C1 (stereo not given)	-4	95	91	92	94	9	52	0.2	90	92	1
O=C(N/N=C/c1cccs1)C(=O)Nc1cccc(Cl)c1	3	90	94	90	91	7	12	0.0	92	91	3
CCOC(=O)C(C)C1(O)c2ccccc2-c2ncccc21 (stereo not given)	6	102	102	99	102	7	22	0.5	101	101	7
CCOC(=O)N1CCN(CC(=O)c2c[nH]c3ccc(F)cc23)CC1	·	106	106	100	102	38	17	0.1	104	102	1
CC(NC(=O)Cc1ccsc1)c1ccc(S(N)(=O)=O)cc1 (stereo not given)	2	107	104	106	101	7	7	-0.2	103	104	0
CCCCNC(=O)CSc1nc2cc3c(cc2c(=O)n1CCC(=O)NCCc1ccc(OC)c(OC)c1)OCO3	0	100	101	97	98	10	60	0.5	97	99	3
COCCn1c(=N)c(C(=O)NCc2ccco2)cc2c(=O)n3ccccc3nc21	·	103	104	106	101	15	21	0.5	107	107	2
COc1ccccc1NC(=O)CCSc1nnc(-c2ccco2)o1	22	103	100	106	96	9	8	0.4	98	100	2
O=C(O)c1cccc(NC(=S)NC(=O)c2ccncc2)c1	-43	101	102	97	100	11	12	-0.1	101	102	0
COc1cccc(-n2c(Cc3cc(=O)[nH]c(=O)[nH]3)nnc2SCC(=O)N2CCCC2)c1	·	94	93	93	94	6	46	-0.3	93	94	-2
CCn1cc(CNCc2ccc(OCC(O)CN(C)Cc3ccccc3)cc2)cn1 (stereo not given)	·	97	93	97	93	6	13	0.4	96	97	1
COCCNC(=O)CN(CCc1ccccc1)S(=O)(=O)c1ccc(OC)cc1	-4	105	101	100	102	16	25	0.6	100	104	3
O=C(O)CCC(=O)c1ccc2c(c1)OCCO2	·	106	103	102	101	6	25	0.2	102	103	2
COCCCNC(=O)c1ccc(N2CCCC2)c(NS(=O)(=O)c2ccc(C)cc2)c1	·	106	102	97	100	28	25	1.1	99	99	1
Cn1nnc2cc(NC(=O)N3CCN(c4ccccn4)CC3)ccc21	·	104	104	101	102	11	11	0.0	104	102	1
CC(=O)Nc1sc2c(c1C(=O)N1CCOCC1)CCCCC2	·	103	101	99	98	5	12	0.3	99	99	2
CC(=O)N1N=C(c2cccc(Br)c2)OC12CCCC2	22	100	96	100	95	11	22	1.2	96	97	6
O=c1n(-c2ccccc2)c(=O)n2n1CCC2	·	107	102	104	101	9	15	0.7	104	102	3
CCn1c(SCC(=O)Nc2oc(-c3ccccc3)c(-c3ccccc3)c2C#N)nnc1-c1cc(OC)cc(OC)c1	·	?	?	?	?	15	14	1.7	?	?	7
Cc1ccc(CC(NC(=O)c2ccccc2)C(=O)NCC(=O)O)cc1 (stereo not given)	19	102	104	103	101	10	12	0.1	102	105	0
Cc1cccc(NC(=O)C(=O)NCc2ccc3c(c2)OCO3)c1C	8	96	95	95	94	9	14	-0.5	95	95	-4
CCCCCCCCCCSc1n[nH]c(NC(C)=O)n1	·	102	102	99	98	7	16	·	100	100	·
CN(C1CCCCC1)S(=O)(=O)c1ccc(NC(=S)NC(=O)c2cccs2)cc1	0	107	104	103	100	9	13	0.3	104	105	3
CCCC(c1nnnn1CC(=O)OCC)N(Cc1cc2ccc(C)cc2[nH]c1=O)C1CCCC1 (stereo not given)	-2	102	100	103	97	27	34	5.2	100	100	20
CCN(CC)S(=O)(=O)c1cccc(NC(=O)COc2ccc(C#N)cc2OC)c1	-13	101	100	103	98	12	7	0.7	97	99	7
CCC(=O)NS(=O)(=O)c1ccc(N=NN2CCCCC2)cc1	-4	101	98	100	99	6	7	1.1	96	100	3
C=CCNc1cnn(-c2ccc(C)cc2)c(=O)c1Sc1ccc(C)cc1	·	98	93	100	95	4	22	0.6	97	99	7

Grouped by structure, the compounds so far containing a COOH group
Structure	Pf gamet viab	Rac1 wt GTP bind	Cdc42 wt	Rab7 wt modul	Rac1 mut GTP	Avidin bead fluor	GSH bead fluor	ABCB1 inh	HRas wt GTP bind	Rab2 wt GTP	ABCG2 block
O=C(O)c1cccc(NC(=S)NC(=O)c2ccncc2)c1	-43	101	102	97	100	11	12	-0.1	101	102	0
O=C(O)CCC(=O)c1ccc2c(c1)OCCO2	·	106	103	102	101	6	25	0.2	102	103	2
Cc1ccc(CC(NC(=O)c2ccccc2)C(=O)NCC(=O)O)cc1 (stereo not given)	19	102	104	103	101	10	12	0.1	102	105	0

Going on with the list:
Structure	Pf gamet viab	Rac1 wt GTP bind	Cdc42 wt	Rab7 wt modul	Rac1 mut GTP	Avidin bead fluor	GSH bead fluor	ABCB1 inh	HRas wt GTP bind	Rab2 wt GTP	ABCG2 block
COC(=O)Nc1nnc(-c2ccccc2Cl)s1	7	104	104	100	100	5	19	0.0	101	101	0
COC(=O)C1=C(C)N(CC2CCCO2)C(=O)C1 (stereo not given)	·	105	99	100	100	14	31	-0.3	99	99	1
CN(C)c1nc2c(c(=O)[nH]c(=O)n2C)n1Cc1ccccc1Br	-5	94	90	93	92	23	25	1.0	91	92	11
COc1ccc(NS(=O)(=O)c2ccc3nc(COc4ccc(C#N)cc4)[nH]c3c2)cc1	18	99	93	97	94	1	5	-0.5	98	96	-2
O=C(CSc1nc2ccccc2o1)NCC(=O)c1ccccc1	·	102	102	96	99	17	23	0.1	98	100	1
CCOC(=O)C1CCN(C2CC(=O)N(c3ccc(OCC)cc3)C2=O)CC1 (stereo not given)	-7	108	103	101	99	19	13	0.4	101	101	1
O=C(O)C1C2C=CC(C2)C1C(=O)N1CCc2ccccc21 (stereo not given)	17	101	101	98	97	34	30	0.7	100	98	2
CCOCCc1nnc(NC(=O)CSc2ccccc2)s1	17	101	100	96	99	4	53	0.5	101	100	4
COC(=O)CCCC(=O)N1CCCC(CNS(=O)(=O)c2ccc(OC)cc2)C1 (stereo not given)	6	100	96	106	97	10	19	0.4	100	98	1
O=C(NCCc1ccccc1)C(=O)NCC1(c2ccccc2)CCCC1	-1	112	110	111	104	38	21	0.3	109	109	1
O=C(CSc1nc2[nH]ncc2c(=O)n1-c1ccccc1Cl)N1CCCC1	-30	103	104	103	96	10	19	0.5	101	102	4
CC(C)CSc1nc2ccccc2n1CC(N)=O	·	108	104	101	102	9	10	0.6	104	102	3
Cc1ccc(Oc2ncc(CN3CC(C)OC(C)C3)s2)cc1 (stereo not given)	1	97	95	94	97	19	15	-0.1	94	95	0
CCC(CC)C1C(C#N)=C(N)Oc2n[nH]c(C)c21 (stereo not given)	3	?	?	?	?	8	6	0.1	?	?	1
O=C(COc1ccccc1)NCC(=O)N/N=C/c1ccco1	16	104	103	99	100	17	9	1.6	100	97	20
CC(C)OC(=O)CN1C(=O)S/C(=C/c2ccc(N3CCCCC3)o2)C1=O	-3	114	109	110	108	35	23	2.5	109	110	14
C=CCC1(O)C(=O)Nc2ccccc21 (stereo not given)	·	106	99	98	99	11	34	-0.1	101	98	-5

Shown field by field: entries from further up.
Cc1c(Cl)cccc1N(CC(=O)N1CCCCCC1)S(C)(=O)=O
  Pf gamet viab: 21
  Rac1 wt GTP bind: 106
  Cdc42 wt: 103
  Rab7 wt modul: 93
  Rac1 mut GTP: 99
  Avidin bead fluor: 29
  GSH bead fluor: 24
  ABCB1 inh: 1.6
  HRas wt GTP bind: 100
  Rab2 wt GTP: 99
  ABCG2 block: 6

Cc1ccc(CC(NC(=O)c2ccccc2)C(=O)NCC(=O)O)cc1 (stereo not given)
  Pf gamet viab: 19
  Rac1 wt GTP bind: 102
  Cdc42 wt: 104
  Rab7 wt modul: 103
  Rac1 mut GTP: 101
  Avidin bead fluor: 10
  GSH bead fluor: 12
  ABCB1 inh: 0.1
  HRas wt GTP bind: 102
  Rab2 wt GTP: 105
  ABCG2 block: 0

CCn1cc(CNCc2ccc(OCC(O)CN(C)Cc3ccccc3)cc2)cn1 (stereo not given)
  Pf gamet viab: ·
  Rac1 wt GTP bind: 97
  Cdc42 wt: 93
  Rab7 wt modul: 97
  Rac1 mut GTP: 93
  Avidin bead fluor: 6
  GSH bead fluor: 13
  ABCB1 inh: 0.4
  HRas wt GTP bind: 96
  Rab2 wt GTP: 97
  ABCG2 block: 1
